Source: PubChem BioAssay
TMEM16A inh = blocks the mouse calcium-activated chloride channel TMEM16A; 310,000 tested, 1.2% active; HEK293 TMEM16A/YFP iodide influx fluorescence, ionomycin; Q8BHY3; normalized B-score (activity score, 25-100; higher = stronger inhibition) at 10 µM;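 active = ratio plate-corrected score three or more library SD toward inhibition, starting fluorescence score within five deviations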;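 also: score derived from kinetic fluorescence span divided by baseline fluorescence per well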
Target sequence (Q8BHY3 whole entry, looked up): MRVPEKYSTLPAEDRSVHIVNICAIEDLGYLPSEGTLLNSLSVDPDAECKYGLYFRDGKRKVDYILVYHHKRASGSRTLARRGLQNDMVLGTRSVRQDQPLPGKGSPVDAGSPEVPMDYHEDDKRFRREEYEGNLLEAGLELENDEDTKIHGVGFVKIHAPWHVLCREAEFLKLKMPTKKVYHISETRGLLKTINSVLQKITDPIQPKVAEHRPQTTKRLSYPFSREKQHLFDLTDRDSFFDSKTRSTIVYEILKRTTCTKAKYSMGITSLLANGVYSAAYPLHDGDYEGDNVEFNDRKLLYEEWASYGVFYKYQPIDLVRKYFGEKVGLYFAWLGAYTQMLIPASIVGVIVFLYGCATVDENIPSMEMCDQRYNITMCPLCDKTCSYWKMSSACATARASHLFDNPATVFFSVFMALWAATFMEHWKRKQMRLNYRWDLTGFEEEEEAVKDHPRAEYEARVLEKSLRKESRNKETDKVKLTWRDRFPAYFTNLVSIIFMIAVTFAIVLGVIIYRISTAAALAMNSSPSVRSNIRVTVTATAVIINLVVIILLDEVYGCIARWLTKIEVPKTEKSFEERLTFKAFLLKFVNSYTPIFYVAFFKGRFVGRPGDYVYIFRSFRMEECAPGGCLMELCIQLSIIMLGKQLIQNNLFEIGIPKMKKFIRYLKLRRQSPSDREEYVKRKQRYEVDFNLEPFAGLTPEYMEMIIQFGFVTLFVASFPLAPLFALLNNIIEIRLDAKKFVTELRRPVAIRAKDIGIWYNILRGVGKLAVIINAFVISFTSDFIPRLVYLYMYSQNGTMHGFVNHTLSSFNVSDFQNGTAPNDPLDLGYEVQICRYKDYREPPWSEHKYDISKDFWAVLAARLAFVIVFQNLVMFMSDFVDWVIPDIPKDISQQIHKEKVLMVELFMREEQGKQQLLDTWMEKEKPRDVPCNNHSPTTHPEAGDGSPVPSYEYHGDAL
SKKanGAS inh = blocks kanamycin growth of S. pyogenes SKKanGAS strain. BacTiter-Glo, 6 h. inhibition, % at 7.5 µM. 300,000 tested, 1.3% active;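 active = mean replicate score, as percent of positive control median, at least 50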;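 also: strain carries kanamycin resistance gene driven by streptokinase promoter and grows in 40 µg/ml kanamycin; loss of luminescence reflects streptokinase promoter inhibition or plain growth inhibition; 0% = median of DMSO wells and 100% = positive control at its reference dose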
TRPC6 act = activators of mouse TRPC6 channel; 310,000 tested, 0.13% active; Q61143; B-score at 10 µM; HEK293-TRPC6 membrane potential dye fluorescence; stronger effect = higher value;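 active = B-score of the integrated fluorescence ratio above library mean plus 3 SD, and starting fluorescence ratio within library mean plus 5 SD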;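 also: higher score means more depolarization so channel activation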
MrgX1 ag = activates human MrgX1 receptor signaling; Q96LB2; MrgX1-HEK293 cells, Fluo-4 calcium fluorescence, agonist mode; stronger effect = higher value; B-score at 10 µM; 310,000 tested, 0.44% active; AID 588627;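 active = calcium response B-score plate-corrected fluorescence ratio at least 3 library SD, with starting fluorescence B-score inside 5 SD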
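times = overnight plating, then 30 min 37 °C plus 30 min room-temperature dye loading | assay system = stable human MrgX1 HEK293 cell line | input = fifteen thousand cells per well | signal = kinetic calcium dye fluorescence, Fluo-4 NW | dosing = compound delivered in addition one of three | read-out = B-scored fluorescence response ratio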
TRPC4 PAM = allosteric potentiators of mouse TRPC4 channel | Q9QUQ5 | HEK293 TRPC4beta/mu-opioid, DAMGO EC20, Fluo-4 Ca2+ flux; stronger effect = higher value | B-score at 10 µM | 310,000 tested, 0.42% active | AID 2227;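 active = B-score of calcium response area above 5 SD of library B-scores, with initial fluorescence ratio within 5 SD of library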;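 also: B-score of integrated fluorescence ratio over time as area under calcium response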
TRPC6 inh = inhibitors of mouse TRPC6 channel; Q61143; HEK293-TRPC6, membrane potential dye, ACh-evoked depolarization; stronger effect = lower value; B-score at 10 µM; 310,000 tested, 1.1% active; AID 2553;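 active = B-score under library mean minus 3 SD, initial fluorescence not abnormally high, positive integrated signal ratio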;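 also: B-score derived from integrated fluorescence ratio over the kinetic read; more negative B-score means stronger inhibition of depolarization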
TRPC4 inh = blocks the mouse TRPC4 cation channel. Q9QUQ5. B-score at 10 µM. 300,000 tested, 0.39% active. HEK293 TRPC4beta/mu-opioid, DAMGO-evoked Fluo4 calcium flux; stronger effect = lower value;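 active = B-score over 3 SD under the library average, no early fluorescence shift, positive overall ratio signal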
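Material: HEK293 cells with stable TRPC4beta plus mu-opioid receptor expression / Probe or stimulus: DAMGO in two steps, submaximal then maximal / Compound: single concentration per test compound / Technique: kinetic Fluo4 fluorescence imaging of calcium influx / Read-out: per-well B score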
TRPC4 act = TRPC4 (mouse) channel activation; AID 2237; B-score at 10 µM; HEK293 TRPC4beta/mu-opioid, Fluo4 calcium fluorescence; stronger effect = higher value; 310,000 tested, 0.49% active;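 active = B-score above 5 SD of library B-scores, and initial fluorescence ratio not above library mean plus 5 SD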;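 also: positive B-score marks a calcium rise read as TRPC4 activation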
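Assay system – TRPC4beta and mu-opioid receptor HEK293 stable cells · Measured by – Fluo4 fluorescence, kinetic · Schedule – dye loading 45 min room temperature, 110 s kinetic read · Read-out – B-scored integrated calcium fluorescence ratio · Controls – buffer and maximal DAMGO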
ANO1 activ = activates or potentiates the mouse TMEM16A chloride channel; Q8BHY3; HEK293 TMEM16A/YFP-H148Q/I152L, iodide quench fluorescence; stronger effect = lower value; B-score at 10 µM; 340,000 tested, 0.3% active; AID 623877;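 active = fluorescence-ratio B-score plate-corrected deviation score at least 3 library SD below zero, with starting fluorescence score within 5 deviations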;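 also: channel opened by trigger with iodide after compound preincubation; score built on the fluorescence ratio of max minus min over baseline; more negative score means more quench and so TMEM16A activation or potentiation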
MrgX1 allo act = allosterically activates human MrgX1 receptor signaling; B-score at 10 µM; Q96LB2; AID 588675; 310,000 tested, 0.63% active; MrgX1-HEK293, Fluo-4 calcium flux, FDSS; stronger effect = higher value;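 active = plate-corrected calcium response at least 3 library SD above typical, normal starting fluorescence, not activating the receptor alone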;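 also: compound read alongside a low EC10 to EC30 dose of BAM8-22 agonist; peak minus trough fluorescence over baseline measured at the second addition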
MrgX1 antagonist = antagonists of human MrgX1 receptor; B-score at 10 µM; AID 588676; Q96LB2; 310,000 tested, 1.3% active; MRGX1-HEK293 calcium flux, Fluo-4, BAM8-22 antagonism; stronger effect = lower value;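 active = calcium-response B-score plate-corrected more than 3 library SD below zero, starting fluorescence within 5 deviations, no agonist response on first addition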;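 also: peak minus trough fluorescence over baseline after final BAM8-22 challenge near maximal dose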
The depositor's hits bear a star; i = inactive; x = not tested or not shown. The order is random; about 6.7% have a hit in one of these screens.

SMILES	TMEM16A inh	SKKanGAS inh	TRPC6 act	MrgX1 ag	TRPC4 PAM	TRPC6 inh	TRPC4 inh	TRPC4 act	ANO1 activ	MrgX1 allo act	MrgX1 antagonist
Cc1cccc(NC(=O)NCC(c2ccc(F)cc2)N2CCN(C)CC2)c1 (stereo unspecified)	i	0.9	i	i	i	i	i	i	i	i	i
Cc1cc(C)c2[nH]c(=O)c(CN(Cc3cccs3)C(=S)NCc3ccco3)cc2c1	i	11.1	i	i	i	i	i	i	i	i	i
CC1(C)OC(=O)C(=CNCCc2ccc(O)cc2)C(=O)O1	i	1.1	i	i	i	i	i	i	i	i	i
CC(=O)c1cccc(NC(=O)Cc2coc3cc4c(cc23)CCC4)c1	i	14.1	i	i	i	i	i	i	i	i	i
COc1ccc(C(C(=O)NCc2ccccc2)N(Cc2cccs2)C(=O)c2cnccn2)cc1 (stereo unspecified)	i	-3.0	i	i	i	i	i	i	i	i	i
Clc1ccc(OCc2nn3c(-c4ccncc4)nnc3s2)cc1	i	-3.6	i	i	i	i	i	i	i	i	i
COc1cc(OC)c(C(=O)/C=C/c2ccccc2)c(O)c1O	i	1.6	i	i	i	i	i	i	i	i	i
CCCCCCCC(=O)N/N=C/c1ccco1	i	-12.0	i	i	i	i	i	i	i	i	i
CC(C)NC(=O)CSc1nc(N)c(NC(=O)c2ccccc2F)c(=O)[nH]1	i	1.9	i	i	i	i	i	i	i	i	i
O=C(Nc1cccc(F)c1)c1cc(S(=O)(=O)NCCC2=CCCCC2)ccc1F	i	9.5	i	i	i	i	i	i	i	i	i
NC(=O)C1CCN(C(=O)c2ccc(NC3=NC4CS(=O)(=O)CC4S3)cc2)CC1 (stereo unspecified)	i	-5.4	i	i	i	i	i	i	i	i	i
O=C(CN1CCc2ccccc2C1)Nc1ccccc1N1CCCCCC1	i	85.6*	i	i	i	i	i	i	i	i	i
O=C(CSc1nnc(CNc2ccc(Cl)cc2)n1Cc1ccccc1)NCc1ccco1	i	-1.2	i	i	i	i	i	i	i	i	i
COc1cc(/C=N/Nc2nncn2/N=C/c2ccc(O)c(OC)c2)ccc1O	i	-1.6	i	i	i	i	i	i	i	i	i
CC(C)(C)c1ccc(C(=O)Nc2ccc(CN3CCS(=O)(=O)CC3)cc2)cc1	25*	1.0	i	i	i	i	i	i	i	i	i
O=C(c1ccc(Cl)c(S(=O)(=O)N2CCOCC2)c1)N(c1ccccn1)C1CCCCC1	i	2.3	i	i	i	-5.96*	i	i	i	i	i
Cc1noc(C)c1S(=O)(=O)Nc1ccc(O)c2c(=O)cc(-c3ccccc3Cl)oc12	i	6.7	i	i	i	i	i	i	i	i	i
COc1ccc(CCN(Cc2cc3ccc(C)cc3n3nnnc23)C(C)=O)cc1OC	i	-5.0	i	i	i	i	i	i	i	i	i
C[C@H]1CN(C2CCCCC2)C(=O)[C@@H]1CC(=O)NCc1ccccc1	i	5.1	i	i	i	i	i	i	i	i	i
CCc1ccc(-c2csc(NC(=O)COC(=O)CCc3nc4ccccc4s3)n2)cc1	i	7.6	i	i	i	i	i	i	x	i	i
COC(=O)CC1COc2ccccc2N1C(=O)c1ccc(Cl)cc1 (stereo unspecified)	i	0.6	i	i	i	i	i	i	i	i	i
CC(=O)N1CCCc2ccc(NS(=O)(=O)c3ccc(C)cc3)cc21	i	-0.8	i	i	i	i	i	i	i	i	i
C=CCS/C(=N\n1cnc2ccccc2c1=O)N(CC)CC	i	2.2	i	i	i	i	i	i	i	i	i
NS(=O)(=O)c1ccc(CCNC(=O)NC2(C(F)(F)F)Oc3ccccc3O2)cc1	i	-0.6	i	i	i	-5.74*	i	i	i	i	i
O=C(C1CC(=O)N(c2ccc(Br)cc2)C1)N1CCCC1 (stereo unspecified)	i	-4.0	i	i	i	i	i	i	i	i	i

Look-ups from the list.
In TRPC6 inh, NS(=O)(=O)c1ccc(CCNC(=O)NC2(C(F)(F)F)Oc3ccccc3O2)cc1 is listed with -5.74*
In SKKanGAS inh, Cc1noc(C)c1S(=O)(=O)Nc1ccc(O)c2c(=O)cc(-c3ccccc3Cl)oc12 is listed with 6.7

Next compounds
SMILES	TMEM16A inh	SKKanGAS inh	TRPC6 act	MrgX1 ag	TRPC4 PAM	TRPC6 inh	TRPC4 inh	TRPC4 act	ANO1 activ	MrgX1 allo act	MrgX1 antagonist
COc1ccc2c(CC(=O)NC(Cc3ccc(Cl)cc3)C(=O)O)cc(=O)oc2c1C (stereo unspecified)	i	2.0	i	i	i	i	i	i	i	i	i
Cc1ccc(NC(=O)CNC(=O)c2cccc(Cl)c2)nc1	i	3.5	i	i	i	i	i	i	i	i	i
COc1ccc(NC(=O)c2cnc(C)cn2)cc1-n1cnnn1	i	-8.7	i	i	i	i	i	i	i	i	i
O=C(Nc1ncc(Cc2ccc(C(F)(F)F)cc2)s1)c1ccc(-c2cccc([N+](=O)[O-])c2)o1	i	13.8	i	i	i	i	i	i	i	i	i
O=C(O)C(c1ccccc1)N1C(=O)/C(=C\c2ccc(-c3ccccc3Cl)o2)SC1=S (stereo unspecified)	i	102.0*	i	i	i	i	i	i	i	i	i
O=[N+]([O-])c1ccc(-c2ncc(-c3ccc(Br)cc3)o2)cc1	i	-1.1	i	i	i	i	i	i	i	i	i
O=C1C2=C(Nc3ccccc3SC2c2ccco2)c2ccccc21 (stereo unspecified)	i	19.4	i	i	i	i	i	i	i	i	i
N/C(=N\OC(=O)/C=C/c1ccccc1Cl)c1cccnc1	i	-5.9	i	i	i	i	i	i	i	i	i
COc1ccc2[nH]c(=O)c(CN(Cc3ccco3)C(=O)c3ccccc3)cc2c1	i	-3.6	i	i	i	i	i	i	i	i	i
O=[N+]([O-])c1ccc(-c2c(O)c3ccccc3c3nc4ccccc4nc23)cc1	i	-7.1	i	i	i	i	i	i	i	i	i
O=C(Nc1ccsc1C(=O)O)c1ccc(Cl)cc1	i	7.9	i	i	i	i	i	i	i	i	i
COc1ccc(N2CCN(CC(=O)N3CCC(C)CC3)CC2)cc1	i	1.2	i	i	i	i	i	i	i	i	i
COc1cc(/C=N/NC(=O)c2ccc(F)cc2)ccc1OC(=O)c1ccco1	i	-4.7	i	i	i	i	i	i	i	i	i
COCCCn1c(SCC(=O)N2CCOCC2)nnc1-c1ccco1	i	0.8	i	i	i	i	i	i	i	i	i
O=C(NNC(=S)NCc1ccc(Cl)cc1)c1ccc2c(c1)OCO2	i	6.3	i	i	i	i	i	i	i	i	i
COc1ccc(Oc2nc(C)cc(C)c2S(C)(=O)=O)cc1	i	-13.8	i	i	i	i	i	i	i	i	i
COc1ccc(/C=C(/NC(=O)c2ccco2)C(=O)N2CCCCC2)cc1	i	-3.0	i	i	i	i	i	i	i	i	i
Cc1ccc(S(=O)(=O)NC(Cc2ccccc2)C(=O)NN)cc1 (stereo unspecified)	i	-15.5	i	i	i	i	i	i	i	i	i
COc1ccc(NS(=O)(=O)c2cccc(C(=O)NNC(=O)c3cc(S(N)(=O)=O)ccc3OC)c2)cc1	i	-3.1	i	i	i	i	i	i	i	i	i
NC(=NC1CCCCC1)c1ccc([N+](=O)[O-])cc1	i	1.7	i	i	i	i	i	i	x	i	i
Cc1ccc(CNC(=O)CN2C(=O)C3(OCCCO3)c3ccccc32)cc1	i	-1.9	i	i	i	i	i	i	i	i	i
CCc1nc(N)c(C#N)c(-c2ccc(F)cc2)c1C	i	-3.4	i	i	i	i	i	i	i	i	i
COc1ccc(/C=C/C(=O)c2ccc(NC3=NCCCS3)cc2)cc1OC	i	21.5	i	i	i	i	i	i	i	i	i
COc1cccc(CC(=O)NCCCSc2ccccc2)c1	i	-3.9	i	i	i	i	i	i	i	i	i
COc1ccc(NC(=O)c2ccccc2N2C(=O)C3C4C=CC(C5CC45)C3C2=O)c(OC)c1 (stereo unspecified)	i	-2.0	i	i	i	i	i	i	i	i	i
(next part)
SMILES	TMEM16A inh	SKKanGAS inh	TRPC6 act	MrgX1 ag	TRPC4 PAM	TRPC6 inh	TRPC4 inh	TRPC4 act	ANO1 activ	MrgX1 allo act	MrgX1 antagonist
CCOC(=O)C1C(c2cccs2)NC(=O)NC1(O)C(F)(F)F (stereo unspecified)	i	-5.1	i	i	i	i	i	i	i	i	i
O=C(CSc1nnc(CNc2ccccc2)o1)N1CCN(C(=O)c2ccco2)CC1	i	-14.5	i	i	i	i	i	i	i	i	i
COc1cc2oc3ccccc3c2cc1N(CC(=O)N(C)C)S(=O)(=O)c1ccccc1	i	7.3	i	i	i	i	i	i	i	i	i
CC1CN(C(=O)COC(=O)c2cc(S(N)(=O)=O)c(Cl)cc2Cl)CC(C)O1 (stereo unspecified)	i	-2.1	i	i	i	i	i	i	i	i	i
O=C1c2ccccc2C(=O)N1Cc1cc(-c2ccccc2)no1	i	2.5	i	i	i	i	i	i	i	i	i
CC(=O)Nc1ccc(C(=O)N/C(=C/c2ccccc2)C(=O)NCc2ccco2)cc1	i	-12.1	i	i	i	i	i	i	i	i	i
CC(=O)c1ccc[n+](CC(=O)NC(C)c2ccccc2)c1 (stereo unspecified)	i	-5.7	i	i	i	i	i	i	i	i	i
CCc1noc(C)c1C(=O)NCCc1ccc(S(N)(=O)=O)cc1	i	-2.8	i	i	i	i	i	i	i	i	i
Nc1nc(N)c2c(ccc3nccc32)[nH]1	i	39.6	i	i	i	i	i	i	i	i	i
CCCCOCCCNC(=O)Cc1ccccc1OC	i	-3.6	i	i	i	i	i	i	i	i	i
Cc1ccccc1NC(=O)N1CCCC1C(=O)NCc1cccs1 (stereo unspecified)	i	0.0	i	i	i	i	i	i	i	i	i
CSc1ncc(C(=O)Nc2ccc(C(C)=O)cc2)c(-c2ccccc2)n1	i	4.3	i	i	i	i	i	i	i	i	i
CC(C)P(=O)(c1cccc(C(=O)O)c1)C(C)C	i	3.1	i	i	i	i	i	i	i	i	i
O=C(NCC1CCCO1)c1ccc(Oc2ccc([N+](=O)[O-])cc2Cl)cc1 (stereo unspecified)	i	-9.1	i	i	i	i	i	i	i	i	i
COC(=O)C(C)NC(=O)C(C)NC(=O)OCc1ccccc1 (stereo unspecified)	i	0.5	i	i	i	i	i	i	i	i	i
CCc1ccc2oc(C(=O)N3CCN(C)CC3)cc(=O)c2c1	i	-6.1	i	i	i	i	i	i	i	i	i
